High-throughput results from PubChem.
CHRM1 antagonist: human CHRM1 antagonism; inhibition, % at 3 µM; CHO-K1 hM1, Fluo-8 calcium fluorescence, ACh EC80 antagonist; hit rate 1.3% among 360,000; AID 588852;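 active means percent inhibition above its own plate's cutoff, namely the mean of that plate's compound wells plus 3 SD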;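 further: peak over basal fluorescence ratio during 140 s after agonist addition; 0% = ACh EC80 plus DMSO and 100% = DMSO alone without agonist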
CHO-K1 Ca antag: M1 antagonist counterscreen hit in parental CHO-K1 cells; AID 602250; inhibition, % at 3 µM; ATP-induced calcium, Fluo-8 fluorescence; hit rate 0.6% among 360,000;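 active means inhibition above a per-plate cutoff, the plate's mean sample inhibition plus 3 SD, cut at about 24% in these data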;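 further: 0% = DMSO plus EC80 ATP and 100% = DMSO alone without ATP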
M1 ag: activates human CHRM1 receptor; hit rate 0.33% among 360,000; CHO-K1 hM1, Fluo-8 calcium fluorescence, agonist mode; 0% DMSO, 100% acetylcholine EC100; P11229; AID 588814; activation, % at 3 µM;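 active means activation above the run's mean compound activation plus 3 SD, cut at about 16% in these data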;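 further: peak over basal fluorescence ratio within a 140 s kinetic read after compound addition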
OXTR potentiator: potentiators of human oxytocin receptor; activation, % at 3 µM; CHO-OTR cells, Fluo-8 calcium fluorescence, potentiator mode; 0% = oxytocin EC15, 100% = EC100; P30559; hit rate 0.061% among 320,000; AID 2445;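 active means activation above that plate's cutoff, the mean activation of tested compounds plus 3 SD, cut at about 6.6% in these data, passing the limit was not always enough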;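 further: 100% uses oxytocin at 75 nM as the full agonist control; some results filed as inactive read as strong as hits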
Target sequence (P30559 whole entry, looked up): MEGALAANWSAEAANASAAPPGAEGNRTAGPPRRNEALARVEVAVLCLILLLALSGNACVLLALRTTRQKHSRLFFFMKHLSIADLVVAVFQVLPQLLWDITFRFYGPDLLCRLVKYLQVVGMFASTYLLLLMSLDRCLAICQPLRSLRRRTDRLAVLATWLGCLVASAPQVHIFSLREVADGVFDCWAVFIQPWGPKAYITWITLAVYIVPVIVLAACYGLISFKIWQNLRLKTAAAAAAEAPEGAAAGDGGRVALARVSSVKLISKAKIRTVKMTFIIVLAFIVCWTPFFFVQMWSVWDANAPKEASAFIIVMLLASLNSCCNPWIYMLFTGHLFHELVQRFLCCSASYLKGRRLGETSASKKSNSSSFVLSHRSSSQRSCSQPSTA
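System: human OTR in CHO cells / Also added: sub-maximal oxytocin, roughly EC15 / Control set: EC15 oxytocin low, 75 nM oxytocin high / Schedule: 6 min compound pre-incubation at room temperature, 100 s kinetic read / Compound: single-point 3.0 µM / Replication: singlicate / Technique: Fluo-8 calcium dye fluorescence / Read-out basis: % activation of max/min ratio relative to oxytocin controls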
CHO parental Ca: counter-screen: ATP calcium response change in parental CHO cells | parental CHO-K1, ATP-induced calcium, Fluo-8 fluorescence | inhibition, % at 5.6 µM | hit rate 0.63% among 330,000 | AID 463079;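 active means inhibition above that plate's mean sample inhibition plus 3 SD, cut at about 26% in these data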;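 further: 0% = ATP-challenged DMSO wells and 100% = DMSO wells without ATP; some compounds past the cut are filed as inactive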
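Test system: untransfected parental CHO cell line; also added: ATP stimulus; dosing: 5.6 µM, single dose; signal: calcium-sensitive Fluo-8 fluorescence; measure: percent inhibition of ATP-evoked calcium rise, normalized to controls; benchmarks: low control ATP plus DMSO, high control DMSO only; replication: one well per compound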
M1 PAM parental: counter-screen for M1 PAMs: effect in parental CHO-K1 cells; ATP EC20, Fluo-8 calcium fluorescence; 0% at ATP EC20, 100% at ATP max; activation, % at 3 µM; hit rate 0.02% among 360,000; AID 602247;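 active means activation above the run cutoff, the mean activation of all test compounds plus 3 SD, cut at about 40% in these data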;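 further: peak over basal fluorescence ratio in a 140 s read after ATP addition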
M1 ag parental: nonselective activator or artifact in parental CHO-K1 cells; Fluo-8 calcium fluorescence; scaled to maximal ATP response, vehicle zero; activation, % at 3 µM; hit rate 0.48% among 360,000; in the data active means activation above about 15%;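 further: untransfected CHO-K1 host cells lacking M1 receptor as counterscreen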
TAAR1 antag: antagonists of human TAAR1. Q96RJ0. CHO RD-HGA16 TAAR1, Fluo-8 calcium fluorescence, antagonist. inhibition, % at 3 µM. hit rate 1.5% among 360,000;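 active means inhibition above a per-plate cutoff, the mean inhibition of test compounds on that plate plus 3 SD, cut at about 49% in these data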;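 further: 0% = DMSO plus EC80 beta-PEA response and 100% = DMSO alone without agonist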
Target sequence (Q96RJ0 whole entry, looked up): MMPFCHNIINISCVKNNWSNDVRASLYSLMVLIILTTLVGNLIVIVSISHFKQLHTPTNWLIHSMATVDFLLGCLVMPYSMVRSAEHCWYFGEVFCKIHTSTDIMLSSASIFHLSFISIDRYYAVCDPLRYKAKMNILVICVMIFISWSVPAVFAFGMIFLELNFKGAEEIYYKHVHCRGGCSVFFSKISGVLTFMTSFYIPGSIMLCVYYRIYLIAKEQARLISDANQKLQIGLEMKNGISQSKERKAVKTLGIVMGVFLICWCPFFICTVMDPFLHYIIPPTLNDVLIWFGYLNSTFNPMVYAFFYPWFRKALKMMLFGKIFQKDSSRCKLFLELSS
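Material: CHO RD-HGA16 cells bearing hTAAR1; compound dosing: one-point dosing, 3 µM nominal final; schedule: dye loading 75 min at 37 °C, then 30 min room temperature; measured by: calcium fluorescence with Fluo-8; control set: vehicle and agonist controls; replication: n of 1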
TAAR1 ag: human TAAR1 agonism; Q96RJ0; CHO RD-HGA16 TAAR1, Fluo-8 calcium fluorescence; vehicle wells 0%, saturating PEA agonist 100%; activation, % at 3 µM; hit rate 0.99% among 360,000;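 active means activation above the mean activation of all test compounds in the run plus 3 SD, cut at about 38% in these data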
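Test system: RD-HGA16 (CHO) cells co-expressing Gα16 and hTAAR1; dosing: one-point dosing at 3 µM (nominal); timing: 17-24 h seeding, 75 min 37 °C dye, 30 min RT; signal: kinetic Fluo-8 calcium fluorescence; read-out basis: % activation relative to PEA EC100 response; controls: DMSO and PEA EC100; replicates: n 1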
* hit, by the source's call; . = not tested or not shown.

Start of the listing, in advance (2 entries):
SMILES | CHRM1 antagonist | CHO-K1 Ca antag | M1 ag | OXTR potentiator | CHO parental Ca | M1 PAM parental | M1 ag parental | TAAR1 antag | TAAR1 ag
Cc1nn(CC(=O)NCCCN2CCCCC2)c(=O)c2cccn12 | -5 | 2 | 6 | -5 | -3 | -2 | -0.1 | -9 | 1
O=C(Cc1ccc(Br)cc1)NNC(=O)Nc1ccc(Cl)cc1 | -5 | -12 | -5 | -5 | -3 | 19 | 1.8 | 3 | 2

Results, from the start:
SMILES | CHRM1 antagonist | CHO-K1 Ca antag | M1 ag | OXTR potentiator | CHO parental Ca | M1 PAM parental | M1 ag parental | TAAR1 antag | TAAR1 ag
Cc1nn(CC(=O)NCCCN2CCCCC2)c(=O)c2cccn12 | -5 | 2 | 6 | -5 | -3 | -2 | -0.1 | -9 | 1
O=C(Cc1ccc(Br)cc1)NNC(=O)Nc1ccc(Cl)cc1 | -5 | -12 | -5 | -5 | -3 | 19 | 1.8 | 3 | 2
COc1ccc(CN2CCN(Cc3cccc(Oc4ccccc4)c3)CC2)c(OC)c1OC | 44* | 9 | -5 | -4 | -34 | -6 | 9.9 | -11 | 3
Cc1cc(C)cc(-n2ncc3c2CCCC3NC(=O)CN2CCCC2=O)c1 (stereo not drawn) | -15 | -20 | -2 | -11 | -10 | 17 | 1.8 | -14 | 1
CCCC(=O)N(Cc1cc2cccc(C)c2[nH]c1=O)c1ccccc1OC | -22 | -11 | 0 | -14 | -16 | -2 | 2.0 | -15 | 4
Cc1cccc(C)c1NC(=O)C[N+](C)(C)CC(O)COc1cccc2ccccc12 (stereo not drawn) | -9 | 1 | -8 | -9 | 9 | -4 | 0.1 | -22 | 0
CC(C)CCNC(=O)Cn1c(=O)oc2cc(S(=O)(=O)N3CC(C)CC(C)C3)ccc21 (stereo not drawn) | -10 | -3 | -6 | -10 | -19 | 20 | 0.4 | -26 | 4
C#CCOCCOCCOCCNc1nc(N2CCN(C(=O)[C@H](CCC(=O)O)n3cc(CN)nn3)CC2)nc(N2CCN(C(=O)[C@H](CCCCN)n3cc([C@@H](N)CC(N)=O)nn3)CC2)n1 | -3 | -2 | -2 | 1 | -5 | 2 | 0.4 | -16 | 5
O=C(OC(c1ccc(NS(=O)(=O)c2ccccc2)cc1)(C(F)(F)F)C(F)(F)F)c1ccccc1 | 7 | -15 | -7 | -14 | -25 | 24 | 3.2 | 28 | 3
CCOc1ccc(S(=O)(=O)N2CCN(Cc3ccc4c(c3)OCO4)CC2)cc1C | 1 | -8 | -8 | -5 | -4 | -18 | -1.1 | -10 | -2
CCCCCN(C(=O)CCC(=O)OCCOc1ccc(OC)cc1)c1c(N)n(CCCC)c(=O)[nH]c1=O | -3 | 4 | -5 | -2 | -16 | 18 | 0.7 | . | .
COC(=O)[C@H](Cc1ccccc1)NC(=O)N1CCC(C)CC1 | 7 | 7 | -5 | -5 | 2 | -7 | 0.2 | -4 | 11
Brc1ccccc1OCCCCn1cnc2ccccc21 | 31 | 15 | -2 | -8 | 66* | -6 | 12 | 11 | 10
COc1cccc(NC(=O)Nc2ccc3nsnc3c2)c1 | 21 | 23 | 5 | -13 | -1 | -9 | 12 | -7 | 11
CC(C)c1onc(C(=O)NCc2ccc(Cl)cc2)c1[N+](=O)[O-] | -9 | 17 | -6 | -6 | -3 | -12 | 0.1 | 2 | 0

Record cards, as listed above. Order of values: CHRM1 antagonist	CHO-K1 Ca antag	M1 ag	OXTR potentiator	CHO parental Ca	M1 PAM parental	M1 ag parental	TAAR1 antag	TAAR1 ag
`CC(C)CCNC(=O)Cn1c(=O)oc2cc(S(=O)(=O)N3CC(C)CC(C)C3)ccc21` (stereo not drawn) as listed: -10	-3	-6	-10	-19	20	0.4	-26	4
`COc1ccc(CN2CCN(Cc3cccc(Oc4ccccc4)c3)CC2)c(OC)c1OC` as listed: 44*	9	-5	-4	-34	-6	9.9	-11	3

Further compounds follow:
SMILES | CHRM1 antagonist | CHO-K1 Ca antag | M1 ag | OXTR potentiator | CHO parental Ca | M1 PAM parental | M1 ag parental | TAAR1 antag | TAAR1 ag
COc1cc(OC)c(C2C(C(=O)O)c3ccccc3C(=O)N2C)cc1OC (stereo not drawn) | -22 | -12 | -2 | -1 | 4 | 8 | 0.3 | 4 | 8
O=[N+]([O-])c1ccc2cn[nH]c2c1 | -19 | 35* | 0 | -8 | -1 | -10 | 1.9 | -3 | 1
CCOc1ccccc1NC(=O)CSC1=NN2CCCC(=O)N=C2S1 | -1 | -9 | -5 | -9 | -13 | 10 | 5.2 | -4 | 3
COc1ccc(/C=C2\SC(N3CCCCC3)=NC2=O)cc1OC | -6 | -5 | -4 | -6 | -13 | -34 | -0.2 | 2 | -2
CCOC(=O)c1ccc[n+](CC(=O)c2ccc(NC(=O)c3ccccc3)cc2)c1 | -10 | -15 | -10 | -1 | -11 | 18 | 0.4 | -10 | 4
O=C(NC(=S)N1CCCCC1CO)C12CC3CC(CC(C3)C1)C2 (stereo not drawn) | -11 | -7 | -4 | -2 | -15 | 13 | 1.5 | -9 | 4
C=CCn1c(=O)/c(=C\c2ccccn2)s/c1=C(/C#N)C(=O)NCC1CCCO1 (stereo not drawn) | 10 | 0 | -8 | -15 | -20 | 8 | 5.2 | -14 | 5
O=C(Nc1cccc(S(=O)(=O)N2CCCCCC2)c1)C1CCN(C(=O)c2ccc(Cl)cc2)CC1 | -18 | 1 | -4 | -10 | -4 | -20 | 1.9 | 38 | 8
CCCC1=Nc2cc(C(=O)N3CCC(C(=O)OCC)CC3)ccc2Sc2ccccc21 | 3 | 6 | -4 | -4 | -21 | 12 | 2.1 | -19 | 0
O=C(COC(=O)CN1C(=O)c2ccccc2C1=O)Nc1ccccc1 | -11 | 0 | -3 | 5 | -4 | 7 | 1.1 | -26 | 48*
CCOC(=O)/C=c1\s/c(=C\c2ccc(C(=O)OC)cc2)c(=O)n1CC(=O)Nc1ccccc1 | -11 | -10 | -1 | -4 | -5 | 13 | 0.3 | -12 | 1
CCCCCNC(=O)c1ccc2c(=O)n(CC3CCCO3)c(=S)[nH]c2c1 (stereo not drawn) | -9 | -19 | -1 | -1 | -6 | -8 | 0.7 | -3 | 0
CC1CC(C)CN(CCCNC(=O)COc2cc(=O)n(C)c3ccccc23)C1 (stereo not drawn) | -4 | -2 | -7 | -1 | -6 | 11 | 0.5 | -2 | 6
Cc1cc(C)cc(N(CCC#N)C(=O)COC(=O)c2ccccc2SCC(=O)N2CCCC2)c1 | 5 | 12 | 1 | . | . | -19 | 4.6 | 31 | 13
O=c1cnc(-c2ccc(Cl)cc2)cn1O | -11 | -4 | -7 | 7 | -6 | 13 | 1.9 | 3 | 3
O=C(CSc1nnc(CNC(=O)c2c(F)cccc2F)o1)NCc1ccccc1 | -6 | -3 | -3 | 0 | 0 | 6 | 0.6 | -23 | 0
CCOC(=O)c1c(NC(=O)C(C)Sc2c[nH]c3ccccc23)sc2c1CCC2 (stereo not drawn) | -5 | -8 | -7 | -9 | -6 | 24 | 1.6 | 3 | 3
O=C(CN1CCN(Cc2ccccc2)CC1)N/N=C\C=C/c1ccco1 | 0 | 5 | -8 | -6 | -6 | 11 | -0.7 | 6 | 1
CCOc1ccc(/C=C/c2nc(C#N)c(NCCCOC)o2)cc1 | -7 | -3 | -6 | -1 | -14 | 2 | 1.4 | -7 | 1
CC(C)Cn1c(/C=N/Nc2nc3ccccc3[nH]2)nc2ccccc21 | 29 | -7 | -7 | . | . | 12 | 1.3 | 37 | 11
CC(C)(C)C1CCC(=NOC(=O)c2ccc(F)cc2)CC1 (stereo not drawn) | -13 | 0 | -5 | -21 | -2 | -2 | 0.5 | -4 | 6
COC(=O)c1cnc(Nc2nc(C(N)Cc3ccc(Cl)cc3)cs2)nc1C(F)(F)F (stereo not drawn) | 2 | 3 | 8 | . | . | 10 | 6.1 | -9 | 10
COCC1CCN(C(=O)c2cc(COc3ccc(F)cc3Cl)on2)C1 (stereo not drawn) | -14 | -16 | -5 | . | . | 7 | 0.8 | 3 | 0
CCC(=O)N1CCC1(C)C(=O)Nc1ccc(Cl)c(Cl)c1 (stereo not drawn) | -15 | 0 | -2 | . | . | 15 | 2.7 | -21 | 6
CS(=O)(=O)Nc1ccc(S(=O)(=O)N2CCCC2)cc1 | 4 | -15 | -3 | -5 | -7 | 7 | 0.8 | -15 | 2
COc1ccc(Cn2nnnc2C(c2cccs2)N2CCN(c3ccccc3)CC2)cc1 (stereo not drawn) | 11 | 1 | -6 | -12 | -9 | 14 | 1.1 | 5 | 6
CC(CCC(=O)NN)C1CCC2C3CCC4CC(O)CCC4(C)C3CCC12C (stereo not drawn) | -13 | -16 | -2 | . | . | 25 | 1.2 | -19 | 5
Cc1cccc(/C=N/Nc2ccc3ccccc3n2)c1 | -1 | -7 | -7 | -12 | -18 | 5 | -0.3 | -18 | 8
CCCC1=C(C(=O)OCC)C(c2cc(Cl)cc(OC)c2OCc2ccccc2)NC(=O)N1 (stereo not drawn) | -8 | -12 | 0 | -4 | -31 | 27 | 8.7 | -8 | 21
Cc1ccc(NC(=O)CSc2nc(C)c(Cc3ccccc3)c(=O)[nH]2)cc1 | -2 | -10 | -5 | -10 | -28 | 17 | 1.8 | 6 | 3
CSCCC(NC(=O)c1ccco1)C(=O)N1CCCC(C(F)(F)F)C1 (stereo not drawn) | -7 | 4 | -1 | -6 | -11 | 7 | -0.2 | -25 | 10

3 of the entries above in order of the OXTR potentiator value, lowest first:
SMILES,CHRM1 antagonist,OXTR potentiator,TAAR1 antag
COc1ccc(Cn2nnnc2C(c2cccs2)N2CCN(c3ccccc3)CC2)cc1 (stereo not drawn),11,-12,5
CSCCC(NC(=O)c1ccco1)C(=O)N1CCCC(C(F)(F)F)C1 (stereo not drawn),-7,-6,-25
CCCC1=C(C(=O)OCC)C(c2cc(Cl)cc(OC)c2OCc2ccccc2)NC(=O)N1 (stereo not drawn),-8,-4,-8
